Assay outcomes: PubChem, National Center for Advancing Translational Sciences (NCATS)
USP2a inh = inhibitors of human ubiquitin-specific protease USP2a; O75604; USP2 core, Ub-CHOP2 coupled fluorogenic reporter, 485/531; Potency, µM (series often up to 38.3 µM), for inactives: at the highest dose activity change, negative = inhibition, hits mostly inhibitors; 0.01% of 330,000 active; AID 463254;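 note: potency is the fitted concentration of half-maximal effect; plate controls were DMSO wells for no effect and full inhibition by NEM control for full effect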
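USP2 core (10nM final) preincubated 30min RT with compound in 20mM Tris-HCl pH 8.0, 2mM CaCl2, 2mM beta-mercaptoethanol, 0.05% CHAPS; 25nM Ub-CHOP2 plus 25nM reporter substrate added, fluorescence (Ex485/Em531) read after 60min.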
TCR act = T cell receptor activation; primary human leukocytes, anti-CD3, IL-2 HTRF, 48 h; 330,000 tested, under 10 active; Potency, µM (highest dose often 9.22 µM), inactives show top-dose activation of IL-2 secretion, actives largely listed as activators; note: % of control where 0% means no effect
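48 hr co-incubation of compounds, a-CD3 beads and primary human leukocytes; IL-2 quantified homogeneously by HTRF with anti-IL-2 K and d2 conjugates.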
uPA generation = cell surface uPA generation inhibition; cell surface uPA generation assay, qHTS; Potency, µM (titrated, usually from 38.3 µM), for inactives: at the top dose activity change, negative = inhibition, hits mostly inhibitors; 0.31% of 330,000 active; active = well fitted inhibition curve with a large enough effect; inconclusive = small, poorly fitted or top-dose-only effect; inactive = no such curve, though single readings can be large or run the other way; tested in mouse RAW 264.7 cells; note: potency is the fitted concentration of half-maximal effect; % is set by controls: 0 for no effect and ±100 for the full control effect; nearly all actives have a fitted effect of over 55% in size
Mito fusion yeast = blocks mitochondrial division or promotes mitochondrial fusion | S. cerevisiae fusion-defective mutant growth rescue, CellTiterGlo 48 h | Potency, µM (highest dose often 46.1 µM), without a hit: at the highest dose growth rescue (activation), most hits filed as activators | 0.23% of 320,000 active;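 note: potency is the fitted concentration of half-maximal effect; % of control where 0% means no effect; nearly all actives have a fitted effect of over 45% in size; temperature-sensitive fusion mutants such as fzo1-1 at 37 °C on non-fermentable ethanol glycerol medium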
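Read-out: ATP-based luminescence (CellTiterGlo, 10 min ambient) reporting growth of fusion-defective ts yeast after 48 hours at 37C on glycerol/ethanol YPEG medium in the presence of compound.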
TSHR antag = human thyrotropin receptor antagonism | TSHR-expressing cells, TSH-stimulated cAMP HTRF, 2 h; hits give low values | P16473 | activity change, negative = inhibition, % at 11.5 µM | AID 504810 | 0.2% of 330,000 active;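 active = activity change below a set negative limit, meaning inhibition stronger than a set level, cut at about -70% in these data; inconclusive = activity change between two set negative limits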; note: % is set by controls: 0 for no effect and ±100 for the full control effect
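TSHR-expressing cells, 200/well, pre-treated with compound, then stimulated with EC80 TSH (4nM final) for 2 hours at 37 deg C. cAMP measured by competitive HTRF: anti-cAMP cryptate antibody in lysis buffer plus cAMP-d2, read after 30 minutes at room temperature.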
Chronic BCR inh = blocks chronic active B-cell receptor signaling; AID 493014; ABC-DLBCL IkBa-CBG/CBR reporter, luminescence ratio, 4 h; Potency, µM (titrated, usually from 46.1 µM), for inactives: at the highest dose ratio change, negative = lower green/red ratio, hits mostly inhibitors; 0.05% of 340,000 active; active = well fitted inhibition curve with a large enough effect in the signal ratio, with a control signal flat, not every such curve was filed as active; inconclusive = small, poorly fitted or top-dose-only effect, or effect the other way, or a change in a side signal; the % refers to the signal ratio;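 note: potency is the fitted concentration of half-maximal effect; plate controls were basal doxycycline-induced cells for no effect and cells given 10 µM MG132 for full effect; MG132 reads +100%, hits lower the ratio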
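Cell line TMD8 (human ABC DLBCL), stably expressing tet-inducible CBG68-IkBa fusion and CBR; IMDM/0.5% FBS; cpd up to 46 uM; dox induction, 4 h, 37C/5% CO2; dual luminescence; green/red ratio; MG132 control.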
Eya2 phos inh = Eya2 (human) phosphatase inhibition; recombinant Eya2, OMFP fluorescence dephosphorylation (OMFP is methylfluorescein phosphate); AID 488837; O00167; Potency, µM (highest dose often 76.9 µM), without a hit: at the highest dose activity, negative = inhibition, actives largely listed as inhibitors; 0.006% of 330,000 active; note: potency is the fitted concentration of half-maximal effect; % is set by controls: 0 for no effect and ±100 for the full control effect
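Eya2 (0.2 uM) preincubated 10 min at ambient with compound, then OMFP substrate added at 50 uM; 10 min reaction in 50 mM HEPES pH 7.5, 50 mM NaCl, 5 uM MgCl2, 0.05% BSA, 1 mM DTT. Fluorescence read at Ex 485/Em 525 nm.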
PTAP TSG101 blk = blocks PTAP/TSG101 interaction to inhibit HIV-1 budding. 340,000 tested, under 10 active. Fluorescence polarization, FITC-PTAP peptide / Tsg101 binding. Q99816. AID 493005. Potency, µM (series often up to 115 µM), for inactives: at the highest dose activity change, negative = inhibition, most hits filed as inhibitors; active = well fitted inhibition curve with a large enough effect in the main read-out, with a control signal flat, not every such curve was filed as active; inconclusive = small, poorly fitted or top-dose-only effect, or effect the other way, or a change in a side signal; inactive = no such curve, though single readings can be large or run the other way; note: potency is the fitted concentration of half-maximal effect; % of control where 0% means no effect
Target sequence (Q99816 whole entry, looked up): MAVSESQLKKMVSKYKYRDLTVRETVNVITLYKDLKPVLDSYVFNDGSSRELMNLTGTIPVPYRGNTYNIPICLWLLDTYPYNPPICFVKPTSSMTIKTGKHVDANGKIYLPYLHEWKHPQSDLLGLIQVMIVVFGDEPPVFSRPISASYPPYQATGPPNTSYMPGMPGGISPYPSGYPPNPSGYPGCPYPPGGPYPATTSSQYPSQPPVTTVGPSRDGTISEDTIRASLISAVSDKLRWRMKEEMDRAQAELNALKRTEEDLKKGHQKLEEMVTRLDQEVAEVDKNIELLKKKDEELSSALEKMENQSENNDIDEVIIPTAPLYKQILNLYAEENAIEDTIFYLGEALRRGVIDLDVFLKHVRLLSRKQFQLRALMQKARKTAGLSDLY
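Tsg101 binding domain (10 uM final) was mixed with compound and a FITC-labeled PTAP peptide (50 nM final) in HEPES pH 7.5 buffer with NaCl, Tween 20, EDTA and TCEP; fluorescence polarization was read after 20 min at r.t.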
ELG1 DNA repair = inhibitors of ELG1-dependent DNA repair in HEK293T cells | HEK293T ELG1-luciferase reporter, luminescence, 16 h; DNA damage induced by 5-fluorouridine | Potency, µM (highest dose often 46.1 µM), for the others: at the top dose activity change, negative = inhibition, hits mostly inhibitors | 2.3% of 330,000 active | AID 504467; note: potency is the fitted concentration of half-maximal effect; % is set by controls: 0 for no effect and ±100 for the full control effect; nearly all actives have a fitted effect of over 55% in size
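Luminescence from the luciferase reporter, measured 30 min after ONE-Glo reagent at room temperature, was the read-out. Beforehand, 2,000 cells per well were exposed for 16 hr at 37 °C to 5-fluorouridine together with compound or vehicle.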
B2AR arrestin = beta2AR (human) beta-arrestin recruitment activity; P07550; beta-arrestin recruitment to beta2AR, cell-based reporter; Potency, µM (series often up to 46.1 µM), without a hit: top-dose activation, most hits filed as activators; 0.02% of 330,000 active; AID 492947;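 note: potency is the fitted concentration of half-maximal effect; 0% = DMSO controls and full agonism = EC100 isoproterenol or metaproterenol; nearly all actives have a fitted effect of over 65% in size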
Target sequence (P07550 whole entry, looked up): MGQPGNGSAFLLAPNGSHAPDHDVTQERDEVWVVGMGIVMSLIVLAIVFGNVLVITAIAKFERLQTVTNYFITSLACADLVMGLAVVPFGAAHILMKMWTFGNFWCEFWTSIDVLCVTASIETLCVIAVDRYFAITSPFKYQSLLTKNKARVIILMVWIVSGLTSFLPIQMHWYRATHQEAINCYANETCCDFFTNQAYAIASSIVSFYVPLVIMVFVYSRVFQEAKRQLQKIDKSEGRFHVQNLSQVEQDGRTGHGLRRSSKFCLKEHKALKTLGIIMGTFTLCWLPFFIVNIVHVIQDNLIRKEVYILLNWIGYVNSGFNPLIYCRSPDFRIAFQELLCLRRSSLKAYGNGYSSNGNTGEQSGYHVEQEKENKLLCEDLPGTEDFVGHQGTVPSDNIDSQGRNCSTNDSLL
Tb PFK block = inhibitors of T. brucei phosphofructokinase; 0.17% of 330,000 active; T. brucei PFK, ADP-Glo luminescence; O15648; Potency, µM (top dose mostly 57.5 µM), inactives show at the top dose activity, negative = inhibition, usual class: inhibitors;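 note: potency is the fitted concentration of half-maximal effect; 0% = uninhibited 1x PFK enzyme wells and -100% = no-enzyme wells; nearly all actives have a fitted effect of over 60% in size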
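Activity is normalized to no-enzyme wells (full inhibition) and 1.25 nM enzyme wells (no inhibition). Reaction: 0.5 mM F6P, 0.1 mM ATP, 45 min RT, ADP-Glo luminescence; concentration-response curves fitted and classed by quality.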
* = called active by the depositor; u = inconclusive; x = not tested or not shown; & = joins results of further samples; [ ] = another dose, or the depositor's remark. Unless noted, calls come from the whole dose curve; as a rule, active = well fitted curve in the direction sought with a large enough effect; inconclusive = small, poorly fitted or top-dose-only effect, or another doubt; inactive = no such curve, though single readings can be large; an effect the other way counts as inactive or inconclusive.

SMILES	USP2a inh	TCR act	uPA generation	Mito fusion yeast	TSHR antag	Chronic BCR inh	Eya2 phos inh	PTAP TSG101 blk	ELG1 DNA repair	B2AR arrestin	Tb PFK block
CCc1cccc(C)c1NC(=O)CC1Oc2ccc(C)cc2NC1=O (configuration not stated)	3%	-7%	4%	-25%	0	2%	-1%	0%	u	-0.2%	-3%
CCOC(=O)c1ccc(NC(=O)CSc2nc3sc(C(=O)O)c(C)c3c(=O)[nH]2)cc1	2%	3%	-9%	12%	-6	-1%	4%	2%	14%	0.2%	19%
COc1ccc(S(=O)(=O)N(CC(=O)N2CCN(C)CC2)c2ccccc2)cc1OC	-4%	-1%	0%	-2%	18	-2%	4%	-4%	16%	0.2%	-2%
CC12C=CC3(O1)C(C(=O)N1CCCOC13)C2C(=O)O (configuration not stated)	1%	-1%	-2%	6%	-26	7%	-5%	0%	-14%	-0.3%	0%
CCOC1(C)OCC(=O)[C@]2(CCC3C4CCC5=CC(=O)C=CC5(C)C4C(=O)CC32C)O1 (some centres not stated)	0%	1%[46.1 µM]	7%	-10%	6	u	0%	0%	-1%	0.0%	1%
Cc1cc(NCCCN2CCOCC2)n2nc(C)c(-c3ccc(F)cc3)c2n1	1%	4%	0%	15%	3	u	-10%	-3%	0%	0.3%	0%
CCN(CC)S(=O)(=O)c1cccc(NC(=O)/C=C/c2cccc([N+](=O)[O-])c2)c1	5%	5%[46.1 µM]	-21%	0%	-26	6%	-3%	3%	u	0.4%	-1%
CC(=O)Nc1ccc(SCC(=O)Nc2ccccc2Oc2ccccc2)cc1	4%	1%[46.1 µM]	-5%	14%	2	-6%	-1%	-3%	-15%	-1.5%	-3%
O=C(OCc1ccc([N+](=O)[O-])cc1)c1cc(=O)c2ccccc2o1	-5%	-6%	-1%	1%	2	5%	-3%	-3%	19%	0.0%	-6%
Cc1cc(C)cc(N(CC(=O)N2CCCCCC2)S(C)(=O)=O)c1	1%	6%	0%	-6%	6	-2%	-1%	0%	-2%	-3.1%	2%
COc1ccc(-c2cc(C(=O)NCc3ccco3)c3ccccc3n2)cc1	-3%	1%	u	2%	-5	1%	2%	-1%	u	0.0%	-3%
Cc1nc2scc(C)n2c(=O)c1S(=O)(=O)NCC1CCN(Cc2ccc(F)cc2)CC1	1%	-7%	0%	1%	17	7%	1%	-4%	11%	-0.9%	-6%
COc1ccc(-c2c(C#Cc3ccsc3)c3cc(-c4ccc5[nH]ccc5c4)ccc3n2C)cc1	1%	-2%	9%	-2%	-14	u	-1%	-5%	6%	-0.3%	0%
O=C1CCCN1CN1CCCCC1	3%	-1%	7%	-3%	4	-20%	-4%	-1%	-2%	0.1%	1%
CC(C)C(=O)Nc1c2c(nc3c1CCC3)CCCC2	0%	1%	-5%	-4%	0	-1%	11%	-2%	2%	-0.8%	4%
CC(C)CNC(=O)C(=O)Nc1cc2c3c(c1)C(C)C(=O)N3CCC2 (configuration not stated)	1%	-3%	-5%	-7%	27	3%	-12%	0%	u	-1.0%	3%
S=C(NCCc1ccccc1)Nc1ccccc1	-1%	1%	-1%	-2%	0	-23%	-6%	-6%	u	0.2%	-6%
O=C(O)c1cc(C2CC2)nc2ccccc12	0%	16%	8%	-12%	5	-1%	-2%	-7%	15%	-0.4%	-2%
Cc1ccc2nc(-c3ccccc3)cc(C(=O)NCC(c3ccco3)N(C)C)c2c1 (configuration not stated)	0%	-8%	0%	-5%	-9	10%	-21%	-1%	14%	0.0%	-14%
O=C(CCCC(=O)c1ccccc1)NCCc1ccccc1	-3%	7%	-3%	3%	0	-2%	-5%	-5%	9%	-0.9%	-4%
COc1cccc(C(=O)OCC(=O)c2c[nH]c3ccccc23)c1O	-2%	2%	1%	6%	-6	-24%	10%	-2%	u	0.3%	-2%
COc1ccc(C)cc1S(=O)(=O)N(CC(N)=O)Cc1ccccc1	3%	-1%	-7%	-3%	4	2%	-6%	-3%	0%	0.0%	-1%
O=c1cc(CN2CCN(S(=O)(=O)c3ccc4c(c3)OCCO4)CC2)c2ccc(O)cc2o1	-6%	0%	8%	1%	-11	-11%	6%	2%	u	-0.1%	-8%
CC(=O)Nc1ccc(S(=O)(=O)N=S(C)(C)=O)cc1	3%	4%[46.1 µM]	0%	0%	8	0%	0%	-3%	8%	-0.5%	0%
Cc1csc2c(=O)sc(NC(=O)c3ccc(F)cc3)nc12	3%	2%	-1%	0%	-2	19%	-5%	-1%	13%	-0.6%	0%
COc1ccc(/C=N/n2cnc3c([nH]c4ccc(F)cc43)c2=O)cc1CN1CCCC1	12%	1%	-12%	-2%	2	1%	4%	-5%	-1%	-0.9%	1%
O=C1c2cccc3c([N+](=O)[O-])ccc(c23)C(=O)N1CC1CCCO1 (configuration not stated)	8%	-6%	-10%	-1%	-47	23%	12%	-7%	-19%	-0.2%	13%
COc1ccccc1CNC(=O)COC(=O)c1cc(C)nc2ccccc12	1%	-1%	8%	x	x	0%	5%	-3%	u	0.3%	-1%
COc1ccc(NC(=O)c2cn(-c3ccccc3)nc2-c2ccncc2)cc1	2%	1%	5%	8%	-8	0%	-1%	5%	u	-0.3%	-1%
COCCn1c(N)c(C(=O)NCc2cccs2)c2nc3ccccc3nc21	-11%	-4%	4%	16%	-12	6%	-8%	-4%	u	0.1%	1%
CCCCNC(=S)N1CCN(C)CC1	0%	1%	5%	-2%	13	7%	-15%	-1%	10%	0.3%	-1%
CC(C)CC(C(=O)Nc1cccc(O)c1)N1C(=O)c2ccccc2C1=O (configuration not stated)	0%	6%	1%	0%	-3	3%	0%	-4%	-2%	0.1%	0%
CC(C)OP(=O)(OC(C)C)C(Nc1ccccc1)c1cccc([N+](=O)[O-])c1 (configuration not stated)	-1%	4%	0%	-5%	-10	-2%	8%	-3%	u	0.0%	6%
O=S(=O)(c1ccccc1)N1CCC(N2CCCCCC2)CC1	8%	-4%[46.1 µM]	5%	0%	4	-20%	5%	-8%	8%	-0.1%	-1%
COC(=O)CCCC(=O)N1CCOCCN(C(=O)CCCC(=O)OC)CCOCC1	-7%	-4%	1%	-2%	3	u	-3%	0%	5%	-0.7%	-1%
O=C(CSc1nnc(COc2ccc(Br)cc2)o1)NC1CCCCC1	2%	-10%	0%	0%	-10	1%	-2%	0%	2%	0.0%	0%
CN1C[C@@H]2C(c3ccc(Cl)nc3)C3(c4ccccc4)CC2(C3)[C@H]1c1ccccc1 (some centres not stated)	0%	5%	-22%	-77%[inhibitor]	52	u	2%	-3%	3%	-0.6%	-6%
CC(=O)Nc1ccc(S(=O)(=O)N2CCSc3ccccc32)cc1	-2%	-2%[46.1 µM]	-5%	x	-4	u	4%	-1%	u	-0.2%	2%
COc1ccccc1S(=O)Cc1ccc(C(=O)NC2CCCC2)o1 (configuration not stated)	-2%	-1%	-11%	-1%	0	7%	-13%	-2%	2%	-0.4%	3%
CN1CC(=O)N(CC(=O)Nc2cccc(S(=O)(=O)N3CCOCC3)c2)C1=O	7%	-3%	-2%	12%	17	6%	-17%	-2%	13%	-0.2%	-1%
CN(C)CCn1c2c(c(SCC(=O)Nc3nccs3)nc1=O)CCCC2	-1%	1%	-4%	-1%	1	u	0%	-4%	-7%	-0.3%	-6%
O=C(CSc1nc(O)cc(=O)[nH]1)N1CCCc2ccccc21	0%	-3%	-3%	-1%	3	0%	-5%	-4%	3%	-0.3%	3%
Oc1cc(NCc2ccc(Cl)cc2)cc2cccnc12	2%&8%	-2%	-11%	5%	7&-7	17%&0%	-21%&8%	-1%	1%	-0.3%&0.0%	2%&7%
COC(=O)CCC(=O)Nc1ccc(S(=O)(=O)N2CCc3ccccc32)cc1	0%	7%	-1%	-2%	-12	0%	-16%	-10%	-3%	-0.7%	3%
COc1ccc(N(CC(=O)Nc2cccc(SC)c2)S(C)(=O)=O)cc1Cl	-3%	-2%	-3%	-2%	-20	u	-2%	-4%	-19%	-1.3%	3%
CCOc1ccc(C(=O)C(C)OC(=O)CN2C(=O)NC(C)(C)C2=O)cc1 (configuration not stated)	0%	-1%	2%	-1%	-2	-6%	15%	-3%	21%	0.1%	17%
